C diff HTS: blocks growth of Clostridium difficile; Clostridium difficile clinical isolate growth, OD600, 24 h; stronger effect = lower value; growth activity, negative = inhibition, % at 16 µg/mL (by protocol); hit rate 0.25% among 86,000;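 active = mean growth activity at or below -80% and every replicate also at or below -80%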;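 also: 0% = DMSO wells and -100% = levofloxacin 16 µg/mL wells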
Starred values were filed as active, the others as inactive. Some of the compounds tested, so the mix of outcomes need not match the whole.

CC(=O)OC(C)(C)/C=C/C(=O)[C@](C)(O)C1[C@H](O)C[C@@]2(C)C3CC=C4C(C[C@H](O)C(=O)C4(C)C)[C@]3(C)C(=O)C[C@]12C (some centres not stated) was read as C diff HTS -16.

From PubChem BioAssay
